Runt-SMMHC FRET – Runt domain-CBFb-SMMHC interaction inhibition; Q01196+Q13951; Cerulean-Runt/Venus-CBFb-SMMHC FRET ratio 530/480, 1 h; inhibition, % at 20 µM; 220,000 compounds, 0.74% hits; AID 1434;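 active = mean inhibition across duplicate retests at 20 µM reaching about 50%, limit read from the data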;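 note: 0% = DMSO wells and 100% = wells with excess untagged CBFb-SMMHC; inhibitors lower the FRET ratio by blocking Runt binding to CBFb-SMMHC; some results filed as inactive read as strong as hits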
FXIIa inh 1536 – blocks human coagulation factor XIIa protease activity | P00748 | purified FXIIa, Boc-QGR-AMC fluorogenic substrate, 2 h | inhibition, % at 5 µM | 220,000 compounds, 0.3% hits; in the data active = inhibition above about 40%;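 note: 0% = enzyme with no compound and 100% = blank without enzyme; many of its hits are not listed in these tables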
Wee1 stabilizer – inhibitors of human Wee1 degradation; 220,000 compounds, 1.2% hits; AID 1321; HeLa Luc-Wee1K328M stability, luciferase luminescence; 100% = proteasome inhibitor MG132 effect; P30291; reporter increase, % at 5 µM;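 active = activation above the mean of all tested compounds plus 3 SD, set per screening run, cut at about 8.8% in these data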;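 note: cells exposed to compound for 20 h before luminescence read; 0% = DMSO alone and 100% = MG132 at 30 µM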
FXIa inh 1536 – factor XIa (human) inhibition | P03951 | purified FXIa, Boc-Glu-Ala-Arg-AMC fluorogenic substrate | inhibition, % at 5 µM | 220,000 compounds, 0.14% hits | AID 798;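 active = inhibition of at least 40%; inactive = inhibition below 40%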;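 note: fluorescence of freed AMC excited at 355 nm; 0% = enzyme without compound and 100% = no enzyme blank; many of its hits are not listed in these tables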
Target sequence (P03951 19-387 limits assumed): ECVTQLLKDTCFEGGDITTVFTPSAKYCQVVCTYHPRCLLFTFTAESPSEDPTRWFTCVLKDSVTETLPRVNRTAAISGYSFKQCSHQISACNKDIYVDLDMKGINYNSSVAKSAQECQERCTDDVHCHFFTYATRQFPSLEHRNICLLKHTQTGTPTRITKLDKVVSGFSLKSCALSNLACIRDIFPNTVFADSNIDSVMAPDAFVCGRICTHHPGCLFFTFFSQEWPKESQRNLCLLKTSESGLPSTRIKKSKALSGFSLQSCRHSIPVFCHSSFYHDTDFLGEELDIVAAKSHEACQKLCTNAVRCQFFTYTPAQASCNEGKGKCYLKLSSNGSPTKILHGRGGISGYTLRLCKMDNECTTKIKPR
Target sequence (P03951 388-625 limits assumed): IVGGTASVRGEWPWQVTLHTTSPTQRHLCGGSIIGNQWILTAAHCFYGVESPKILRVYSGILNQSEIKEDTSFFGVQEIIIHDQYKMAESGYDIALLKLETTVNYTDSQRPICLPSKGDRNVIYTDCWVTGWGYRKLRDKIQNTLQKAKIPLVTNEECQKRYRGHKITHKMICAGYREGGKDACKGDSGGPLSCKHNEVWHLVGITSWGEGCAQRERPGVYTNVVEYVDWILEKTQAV
thrombin 1536 – thrombin (human) inhibition; P00734; alpha-thrombin, Boc-VPR-AMC fluorogenic substrate cleavage; 220,000 compounds, 0.26% hits; inhibition, % at 5 µM;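 active = inhibition at or above 40%; inactive = inhibition below 40%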;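 note: 0% = enzyme with no compound and 100% = wells without enzyme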
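Test system: human alpha-thrombin; medium: pH 7.5 Tris-saline with Tween 20; times: reaction at room temperature; signal: AMC fluorescence at 355 nm excitation and 460 nm emission; also added: Boc-VPR-AMC substrate, 15 µM final; dosing: one concentration per compound, 5 µM, with 0.2% DMSO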
Runt-CBFb FRET – inhibitors of human RUNX1 Runt domain binding to CBFb. Cerulean-Runt/Venus-CBFb FRET ratio 530/480, 1 h. 220,000 compounds, 0.46% hits. inhibition, % at 20 µM. AID 1496;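 active = inhibition over about 50% at 20 µM in the single-dose screen, limit read from the data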;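 note: 0% = DMSO wells and 100% = excess unlabeled CBFb competitor control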
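Schedule: protein complex preformed 1 h, compound exposure 1 h, room temperature, dark; test system: Cerulean-labeled Runt domain protein; amount: 100 nM per protein; buffer or medium: Tris 50 mM pH 7.5, KCl, K2SO4, 0.01% BSA; read-out: loss of energy transfer signal; detection: FRET fluorescence; controls: 5 µM unlabeled CBFb as full-inhibition high control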
Hck-Nef inh – human Hck-Nef kinase inhibition. Recombinant Hck-YEEI plus Nef, Z-Lyte FRET kinase assay. inhibition, % at 20 µM. 220,000 compounds, 0.68% hits;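 active = Hck-Nef kinase inhibition above about 50%, limit read from the data; inactive = inhibition below that limit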;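 note: 0% = DMSO with Hck plus Nef and 100% = Hck alone without Nef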
KLK5 inh – inhibitors of human kallikrein 5; Q9Y337; recombinant hK5, fluorogenic AMC substrate cleavage; inhibition, % at 5 µM; 210,000 compounds, 0.59% hits; AID 873;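 active = inhibition of 40% or more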;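 note: 0% = enzyme controls without compound and 100% = no-enzyme blanks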
Target sequence (Q9Y337 67-293 limits assumed): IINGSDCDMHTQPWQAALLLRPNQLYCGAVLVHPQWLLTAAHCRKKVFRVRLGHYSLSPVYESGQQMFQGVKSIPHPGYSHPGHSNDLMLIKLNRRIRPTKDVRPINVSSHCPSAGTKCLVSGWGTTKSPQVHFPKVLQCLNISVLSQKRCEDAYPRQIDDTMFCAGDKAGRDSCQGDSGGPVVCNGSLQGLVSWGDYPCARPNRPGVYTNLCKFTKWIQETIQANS
14-3-3 Bad PPI – disrupts binding of bovine 14-3-3 zeta to phospho-Bad peptide. inhibition, % at 21.7 µM. TR-FRET 14-3-3zeta/Dy647-pBad peptide displacement, 1 h. 220,000 compounds, 0.71% hits. P63103;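 active = inhibition above about 70%, limit read from the data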;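 note: 0% = full 14-3-3 plus peptide FRET controls and 100% = background without 14-3-3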
Target sequence (P63103 whole entry, looked up): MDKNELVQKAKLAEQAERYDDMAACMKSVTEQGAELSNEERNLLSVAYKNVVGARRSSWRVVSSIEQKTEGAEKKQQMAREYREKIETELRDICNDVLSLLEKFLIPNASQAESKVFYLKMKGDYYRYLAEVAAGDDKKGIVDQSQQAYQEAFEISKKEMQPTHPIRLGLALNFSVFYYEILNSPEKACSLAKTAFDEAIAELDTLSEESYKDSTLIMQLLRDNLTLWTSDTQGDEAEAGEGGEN
* = called active by the depositor; . = no result given; [ ] = remark or other dose.

Values in the order: thrombin 1536	FXIa inh 1536	FXIIa inh 1536	Hck-Nef inh	KLK5 inh	Runt-SMMHC FRET	14-3-3 Bad PPI	Runt-CBFb FRET	Wee1 stabilizer
CCN(CC)S(=O)(=O)c1ccc(N2CCCC2)c(NS(=O)(=O)c2ccc([N+](=O)[O-])cc2)c1
→ -9.5	8.0	16.4	0.2	-5.3	0.8	-9.2[fluorescence artefact?]	0.5	3.1
O=C(NNC(=O)C1CC1c1ccccc1)c1ccccc1F (stereo not drawn)
→ -1.8	-6.4	4.2	20.5	-4.6	-1.3	-4.9	-1.2	5.0
O=C(COc1cccc(NC(=O)c2ccccc2)c1)c1ccccc1
→ 0.7	-3.8	8.9	16.9	-0.1	-2.2	-3.4	-2.6	-0.4
CC1CCc2c(sc(NS(=O)(=O)c3ccccc3)c2C(=O)OC(C)C)C1 (stereo not drawn)
→ -0.6	7.6	19.1	2.4	3.8	19.0	1.1	10.9	-1.1
CCOc1ccc2nnc(-c3ccc(Br)cc3)n2n1
→ -1.3	-2.6	9.6	1.5	-7.5	-2.2	-9.3[fluorescence artefact?]	-5.5	0.1
CC1=CS(=O)(=O)CC1Sc1nc(C)n[nH]1 (stereo not drawn)
→ -2.0	-9.8	3.2	19.3	5.9	0.7	-10.7	-1.8	-2.8
CCOC(=O)N1CCN(c2nc(C(F)(F)F)nc3c(C)cc(C)cc23)CC1
→ 0.4	-4.0	8.2	7.5	-11.8	-4.3	1.6	-2.6	1.8
C[C@]12C[C@H](O)[C@H]3[C@@H](CCC4=CC(=O)CC[C@@]43C)[C@@H]1CC[C@@H]2C(=O)CO
→ .	5.4	9.5	-2.7	-4.1	5.1	35.8	0.5	0.4
O=C(Cn1ccc(C(F)(F)F)n1)Nc1cccc(S(=O)(=O)N2CCCCC2)c1
→ -1.6	-0.7	4.1	20.6	-0.1	-0.1	-21.1	-2.7	-0.2
CN(C)CCCN1CC(C(=O)O)CC1=O (stereo not drawn)
→ -0.9	-0.5	7.3	2.3	-26.1	-0.6	8.0	-2.1	0.7

Values in the order: thrombin 1536	FXIa inh 1536	FXIIa inh 1536	Hck-Nef inh	KLK5 inh	Runt-SMMHC FRET	14-3-3 Bad PPI	Runt-CBFb FRET	Wee1 stabilizer
Cc1ccc(C2=NN(C(=O)c3cccs3)C(c3ccccc3O)C2)cc1 (stereo not drawn)
→ 4.6	2.0	9.3	19.6	5.7	4.7	-6.0	-0.7	0.0
COc1cc(S(=O)(=O)N(Cc2cccs2)CC2CCCO2)ccc1-n1cnnn1 (stereo not drawn)
→ -1.9	3.5	13.1	0.0	3.8	-1.1	4.4	-1.7	2.0
CCCS(=O)(=O)C/C(N)=N/OC(=O)c1ccccc1Cl
→ -0.2	4.8	3.9	27.1	6.4	3.4	4.3	1.1	5.6
CCSc1nnc(NC(=O)c2ccc(S(=O)(=O)N(C)C)cc2)s1
→ -1.8	-6.6	0.2	-7.8	-10.5	2.9	-7.7	0.1	3.1
CC(=O)Nc1ccc(NC(=O)C(C)n2nc([N+](=O)[O-])c(Br)c2C)cc1 (stereo not drawn)
→ 4.8	6.9	17.1	-0.9	-1.8	4.8	7.2	-2.3	-1.1
COc1ccc(N(CC(=O)O)S(=O)(=O)c2ccccc2[N+](=O)[O-])c(OC)c1
→ -0.5	-4.3	2.9	20.2	-3.3	1.3	-13.2	3.8	-2.8
O=C(NC1CCCc2c1cnn2-c1ccc(F)cc1F)c1ccccn1 (stereo not drawn)
→ -9.3	-3.7	6.4	22.8	-2.2	.	-13.6	.	-5.3
CC1(C)CC(=O)C(C(C2=C(O)CC(C)(C)CC2=O)c2ccc(Cl)c([N+](=O)[O-])c2)C(=O)C1 (stereo not drawn)
→ -4.4	2.3	9.3	18.3	3.2	4.5	0.0	-1.8	-2.2
C/C(=N\NC(=S)NCc1ccccc1)c1ccc(Cl)cc1
→ 10.9	10.9	12.6	-1.0	56.7*	6.6	11.9	-2.6	-4.7
Cc1ccc(N2/C(=N/c3nc(C)cc(C)n3)NC(=O)CC2C(=O)O)cc1 (stereo not drawn)
→ 2.2	1.8	16.2	-1.0	1.5	0.9	1.9	-0.2	-1.3

Values in the order: thrombin 1536	FXIa inh 1536	FXIIa inh 1536	Hck-Nef inh	KLK5 inh	Runt-SMMHC FRET	14-3-3 Bad PPI	Runt-CBFb FRET	Wee1 stabilizer
Cc1cc(C)c(NC(=O)c2oc3ccccc3c2COc2ccccc2)c(C)c1
→ -4.1	2.8	9.7	2.4	-6.5	-2.8	-4.1	0.4	-1.6
COc1ccccc1NS(=O)(=O)c1cccc2nsnc12
→ -3.8	5.5	5.4	-12.9	-5.1	-11.7	2.0	-1.4	-1.5
COc1ccc(S(=O)(=O)NCCSc2ccc(Cl)cc2)cc1OC
→ -1.9	8.9	13.0	6.4	-5.7	0.7	6.0	-2.2	-2.9
C/C(=N\O)c1c(C)c2ccccc2n1C
→ -6.1	-7.3	2.3	-1.5	-1.6	-0.3	-18.6	-2.3	0.0
Oc1ccccc1Nc1nc(NCC2CCCO2)c2ccccc2n1 (stereo not drawn)
→ 5.8	10.6	17.8	-1.9	-6.8	-2.9	77.5*	1.5	0.6
COc1ccc(-c2[nH]ncc2CN2CCCO2)c(F)c1
→ 1.8	4.1	13.4	-1.6	.	0.8	3.1	-0.8	-1.2
Cc1csc2nc(CNC(=O)c3ccco3)cn12
→ 2.2	3.6	19.6	-1.8	-3.5	-92.7	-0.8	-1.9	3.2
CCCOc1ccc(/C=C/C(=O)Nc2ccc([N+](=O)[O-])cc2)cc1
→ -0.9	-0.6	5.2	1.3	5.4	0.7	5.8	4.1	-2.3
COc1ccc(CNC(=O)N[C@@H](CC(C)C)C(=O)O)cc1OC
→ -4.7	-0.3	11.4	18.3	2.4	0.3	1.4	1.0	-1.0
Cc1nn(C)cc1C(C(=O)NC1CCCCC1)N(Cc1ccc(F)cc1)C(=O)c1cnccn1 (stereo not drawn)
→ -1.5	-5.6	4.7	-16.2	-18.4	3.3	1.3	-0.1	1.5

Values in the order: thrombin 1536	FXIa inh 1536	FXIIa inh 1536	Hck-Nef inh	KLK5 inh	Runt-SMMHC FRET	14-3-3 Bad PPI	Runt-CBFb FRET	Wee1 stabilizer
CC(=O)Nc1sc(C)c(C)c1C(=O)OC(C)C
→ -0.4	6.7	12.8	5.4	-13.7	-0.4	2.1	-2.8	1.6
O=C(Cn1ncc2c(=O)oc3ccccc3c21)N(Cc1ccco1)C1CCCCC1
→ 0.3	3.9	8.3	-1.0	-5.4	3.1	18.6	-0.6	1.4
Cc1cc(C(=O)NCCCN2CC(C)CC(C)C2)n(-c2ccccc2)n1 (stereo not drawn)
→ -5.3	-6.5	-1.1	2.6	12.9	-3.6	4.8	1.1	1.7
COC(=O)CSc1nnc(-c2ccc(NS(=O)(=O)c3ccccc3)cc2)o1
→ -15.5	-3.5	10.5	-1.7	-8.1	3.8	-1.6	-0.8	2.1
S=C1CCC(c2ccc(Br)cc2)=NN1c1ccccc1
→ -9.3	1.3	3.5	-0.9	-0.5	-6.7	-4.2	5.4	0.9
O=S(=O)(NCC1OCCc2ccccc21)c1ccccc1 (stereo not drawn)
→ -5.1	17.6	17.3	5.8	-9.9	-2.0	.	1.0	0.1
Cc1cccc(C)c1OCCNC(=O)OCc1ccccc1
→ 10.9	11.0	3.2	-12.5	-7.5	0.2	-3.1	-1.9	1.1
CC(=O)NC(Cc1ccccc1)C(=O)OCC(=O)c1ccc(F)cc1 (stereo not drawn)
→ -4.1	-2.9	3.8	0.7	-13.8	-3.9	-3.8	-2.5	0.1
Cc1ccc(-c2ccc(/C=C(\C#N)C(N)=S)n2C)cc1
→ -6.6	0.3	5.4	-15.8	-6.4	-4.0	-2.7	46.4	1.6
CSc1nnc(CNC(=O)c2ccccc2)n1-c1ccc(F)cc1
→ -1.0	4.5	10.3	-4.8	-8.8	-1.5	4.1[fluorescence artefact?]	-1.0	4.6

Single values from the results shown.
Runt-SMMHC FRET with O=C(Cn1ncc2c(=O)oc3ccccc3c21)N(Cc1ccco1)C1CCCCC1 stands at 3.1
thrombin 1536 with S=C1CCC(c2ccc(Br)cc2)=NN1c1ccccc1 stands at -9.3

Later entries.
Values in the order: thrombin 1536	FXIa inh 1536	FXIIa inh 1536	Hck-Nef inh	KLK5 inh	Runt-SMMHC FRET	14-3-3 Bad PPI	Runt-CBFb FRET	Wee1 stabilizer
Nc1ccccc1SC(C[N+](=O)[O-])c1ccccc1 (stereo not drawn)
→ 3.6	5.7	7.6	-24.1	5.2	30.5	4.8	27.6	-0.1
COc1ccc(C(=O)Cn2c(C(=O)/C=C/c3ccccc3)nc3ccccc32)cc1
→ -4.8	3.0	9.2	3.8	-2.6	-5.2	-11.5	0.8	-0.3
OCCC1CN(Cc2cccc3nonc23)CCN1Cc1ccsc1 (stereo not drawn)
→ -4.7	1.0	11.4	1.9	1.2	-2.7	40.1	-0.2	2.9
CC(=O)Nc1ccc(NS(=O)(=O)c2cc([N+](=O)[O-])ccc2C)cc1
→ 1.1	39.0	39.1	15.2	22.6	-2.2	-3.9	0.2	-0.1
CCc1ccccc1Nc1nc(N)nc(CSCC(=O)Nc2ccc(C)c(C)c2)n1
→ -9.5	4.9	6.3	4.0	-18.6	1.6	-2.9	-3.9	0.4
COc1cccc(C2CC(c3cccc(OC)c3)n3nc(N)nc3N2)c1 (stereo not drawn)
→ -2.4	2.5	15.4	-1.3	-2.9	-0.2	2.2[fluorescence artefact?]	0.4	-2.0
CCCCCC(=O)Nc1cccc2ccccc12
→ -5.4	-8.1	-13.7	-5.3	-37.1	-1.7	-13.0	.	3.2
O=C(Cc1ncc(C(F)(F)F)cc1Cl)N1CCN(c2ccccn2)CC1
→ 3.6	16.5	15.1	-2.7	-2.4	-5.5	-5.1[fluorescence artefact?]	-1.1	-2.2
Cc1ccc(-c2sc(-c3ccccc3)nc2CC(=O)Nc2ccccc2F)cc1
→ -0.1	-1.0	14.2	1.9	-13.7	-0.1	-9.7	0.7	-0.1
CCC(=O)Nc1cc(=O)[nH]c2nc(-c3ccc(Cl)cc3)nn12
→ 0.7	-0.6	10.1	6.4	0.7	-3.2	8.3	-0.3	0.1

Values in the order: thrombin 1536	FXIa inh 1536	FXIIa inh 1536	Hck-Nef inh	KLK5 inh	Runt-SMMHC FRET	14-3-3 Bad PPI	Runt-CBFb FRET	Wee1 stabilizer
COc1ccc(C(=O)NCCn2cc(SCC(=O)Nc3cc(C)on3)c3ccccc32)cc1OC
→ -9.7	-4.7	4.5	1.8	-26.5	-176.2	-1.2	-1.4	-0.8
COc1ccc(Br)cc1C(=O)Nc1ccc(C(=O)NCC(C)C)cc1
→ 2.6	3.0	7.5	-2.5	.	-3.3	-13.0	-2.3	-0.7
NS(=O)(=O)c1cccc(NC(=O)c2cncc(Br)c2)c1
→ 0.8	1.6	9.9	25.7	0.7	-1.6	-4.4	1.0	-0.6
O=C(c1ccc(CSCc2ccccc2F)o1)N1CCN(c2ccc(N3CCOCC3)nn2)CC1
→ -2.3	2.9	13.9	-2.9	-40.3	5.1	2.6	7.9	-3.6
CC(C)(C)c1nc(Sc2ncccc2[N+](=O)[O-])n[nH]1
→ -3.6	4.3	6.5	1.7	-8.2	1.5	4.8	1.7	6.9
COc1ccc(/C(C)=N/NC(=O)C2C3CCCCC32)c(OC)c1 (stereo not drawn)
→ -5.2	-10.7	-6.5	1.5	-9.8	-2.3	-3.9[fluorescence artefact?]	-1.0	-3.5
